Source: PubChem (several laboratories)
DAX1 inh-1 = inhibitors of human orphan nuclear receptor DAX1 (NR0B1); P51843; 340,000 tested, 0.99% active; AID 504766; HEK293 Gal4-DAX1 luciferase reporter, luminescence; inhibition, % at 6.75 µM;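 active = inhibition above the mean over all tested compounds plus 3 SD, cut at about 4.2% in these data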;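 note: 0% = DAX1-transfected cells with DMSO and 100% = empty-vector control cells with DMSO; inhibition shows as a rise in luminescence from relieved DAX1 repression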
Target sequence (P51843 207-470 limits assumed): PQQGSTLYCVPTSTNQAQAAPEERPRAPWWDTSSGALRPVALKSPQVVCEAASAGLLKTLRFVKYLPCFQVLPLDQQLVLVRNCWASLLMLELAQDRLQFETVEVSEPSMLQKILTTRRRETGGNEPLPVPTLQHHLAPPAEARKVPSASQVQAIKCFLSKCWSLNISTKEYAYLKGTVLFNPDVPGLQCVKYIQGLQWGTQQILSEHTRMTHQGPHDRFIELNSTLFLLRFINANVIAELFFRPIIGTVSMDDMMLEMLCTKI
DAX1 inh-2 = DAX1 (NR0B1) inhibition, primary screen; HEK293T StAR-luciferase reporter, SF-1/DAX-1 repression relief; inhibition, % at 6.8 µM; 370,000 tested, 1.1% active; AID 652010;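 active = inhibition above the mean over all tested compounds plus 3 SD, cut at about 3.6% in these data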;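 note: 0% = DAX-1 cells with DMSO and 100% = cells lacking DAX-1 with DMSO; higher inhibition means more luminescence from relief of DAX-1 repression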
hgDAF-12 ag = agonists of H. glycines DAF-12 nuclear receptor; HEK293 GAL4-hgDAF12 UAS-luciferase reporter, agonist luminescence; normalized to butyrate control; activation, % at 6.8 µM; 370,000 tested, 1.8% active;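 active = activation above a cutoff set at the mean of all screened compounds plus 3 SD, cut at about 10% in these data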;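 note: 0% = DMSO wells and 100% = sodium butyrate wells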
SMARCA2 act = increases SMARCA2 function in MMTV reporter cells. MG213 cells, MMTV-luciferase reporter, dexamethasone, overnight. activation, % at 9.1 µM. 370,000 tested, 1% active. AID 652017; in the data active = activation above about 7.8%;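 note: 0% = vehicle wells and 100% = reference activator wells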
GC-A act = GC-A (human) enzyme activation; P16066; 370,000 tested, 0.14% active; AID 1671463; HEK293 GC-A cells, cGMP TR-FRET, EC30 ANP; 0% at EC30 ANP, 100% saturating ANP; activation, % at 10 µM; in the data active = activation above about 40%
ADAM10 inh = ADAM10 inhibition, QFRET primary screen; O14672; AID 720582; inhibition, % at 7 µM; 370,000 tested, 0.62% active; recombinant ADAM10, EDANS/DABCYL FRET peptide cleavage, 3 h;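 active = inhibition above a per-campaign cutoff equal to the mean of compounds falling between control-based bounds plus 3 SD, cut at about 20% in these data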;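 note: 0% = DMSO wells while the 100% control is not disclosed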
Target sequence (O14672 214-748 limits assumed): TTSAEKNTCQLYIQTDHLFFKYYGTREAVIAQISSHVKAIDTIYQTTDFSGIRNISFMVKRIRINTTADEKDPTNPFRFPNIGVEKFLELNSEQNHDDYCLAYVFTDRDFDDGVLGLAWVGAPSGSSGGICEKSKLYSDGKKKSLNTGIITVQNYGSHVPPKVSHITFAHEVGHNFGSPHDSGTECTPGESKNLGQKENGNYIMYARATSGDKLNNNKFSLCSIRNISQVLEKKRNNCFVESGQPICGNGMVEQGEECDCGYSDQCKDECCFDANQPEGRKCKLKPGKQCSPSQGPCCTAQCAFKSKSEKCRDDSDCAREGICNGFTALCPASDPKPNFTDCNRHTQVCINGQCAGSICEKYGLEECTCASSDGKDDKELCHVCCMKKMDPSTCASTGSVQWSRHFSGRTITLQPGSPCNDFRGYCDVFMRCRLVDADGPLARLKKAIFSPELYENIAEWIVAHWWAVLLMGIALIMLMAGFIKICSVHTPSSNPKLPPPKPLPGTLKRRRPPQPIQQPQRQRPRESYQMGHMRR
ssDAF12 agonist = S. stercoralis DAF-12 activation, primary screen | HEK293 ssDAF-12/GRIP1 lit1-tk-luc reporter, luminescence; % of 3 µM dafachronic acid response | activation, % at 6.8 µM | 370,000 tested, 1% active;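 active = activation above the mean over all tested compounds plus 3 SD, cut at about 0.9% in these data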;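 note: 0% = DMSO-only wells and 100% = 3 µM delta7-dafachronic acid wells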
NPR2 activator = GC-B (human) receptor activation. activation, % at 10 µM. HEK293-GC-B cells, CNP EC30, cGMP TR-FRET; 0% at EC30 CNP, 100% saturating CNP. 370,000 tested, 0.11% active. P20594;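 active = activation at 10 µM reaching about 35% in either raw or pattern-adjusted values, limit read from the data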
GAA850 FXN act = increases GAA850 frataxin promoter reporter activity; 360,000 tested, 0.56% active; HEK293 lucGAA850 FXN promoter luciferase reporter, 24 h; percent of 10 µM SAHA response; activation, % at 6 µM;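 active = activation above the average of all compounds screened plus 3 SD, cutoff fixed separately per campaign, cut at about 7.5% in these data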;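 note: 0% = DMSO wells and 100% = 10 µM SAHA wells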
sPLA2-III inh = Blocks human group III sPLA2 activity; inhibition, % at 12.2 µM; AID 743126; Q9NZ20; 370,000 tested, 0.56% active; QFRET BODIPY PC-A2 liposome hydrolysis, fluorescence;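 active = inhibition above mean plus 3 SD of compounds lying within the high and low control bounds, cut at about 19% in these data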;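 note: 0% = median of test compound wells and 100% = no enzyme DMSO wells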
hcDAF12 agonist = activators of H. contortus DAF-12 nuclear receptor | AID 652067 | 370,000 tested, 1.4% active | activation, % at 6.8 µM | HEK293 hcDAF-12 lit1-tk-luc reporter, luminescence; 0% DMSO, 100% Δ7-dafachronic acid;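 active = activation above the mean of all tested compounds plus 3 SD, cut at about 5.5% in these data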;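 note: 100% = response to 3 µM Δ7-dafachronic acid high control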
Numbers without * were called inactive; i = inactive; . = not tested or not shown.

SMILES	DAX1 inh-1	DAX1 inh-2	hgDAF-12 ag	SMARCA2 act	GC-A act	ADAM10 inh	ssDAF12 agonist	NPR2 activator	GAA850 FXN act	sPLA2-III inh	hcDAF12 agonist
CC(C)(C)c1ccc(NC(=O)CSc2n[nH]c(=O)n2-c2cccnc2)cc1	1.1	1.6	0.9	-2	1	-1	-0.8	-4	0.3	3	-0.1
CCN(CC)S(=O)(=O)c1ccc2c(c1)nc(CCC(=O)Nc1ccccc1Cc1ccccc1)n2CC	0.7	-0.7	-4.6	-3	-2	10	-2.2	-1	-0.5	-23	-2.5
CC1CCN(C(=O)c2cc3nc(-c4ccccc4)cc(-c4ccccc4)n3n2)CC1	1.3	-0.1	-0.9	-2	14	-22	-1.1	19	-3.2	-1	0.2
Cc1ccc(OCC(=O)Nc2nnn(C)n2)c(C)c1	0.6	0.6	2.8	3	0	12	-0.3	-3	-1.8	0	-1.7
CCNC(=O)CSc1nnc(-c2ccccc2)n1-c1ccc(OCC)cc1	0.6	-0.4	0.2	7	1	11	-1.4	1	-1.7	8	-1.3
Cc1nn(CCCC(=O)Nc2cc(Oc3ccc(F)cc3)cc([N+](=O)[O-])c2)c(C)c1[N+](=O)[O-]	-0.8	-0.9	-2.1	-1	-4	26*	-2.0	-2	1.1	-26	-3.8
Cc1c(C(=O)NCc2ccc(F)cc2)sc(=O)n1Cc1ccccc1	.	0.1	-0.9	0	-3	-3	-1.3	2	-2.5	-1	-1.5
COc1ccc(-c2csc(C(C)(O)c3ccc(F)c(F)c3)n2)cc1OC (centres undefined)	.	-1.5	0.5	1	1	3	-1.8	1	2.6	-13	-2.2
COC(=O)CSc1nc2ccccn2c(=O)c1C=O	3.5	2.2	4.7	4	-1	-92	1.5*	9	2.8	3	6.3*
COc1ccccc1CNC(=O)C(CCSC)NC(=O)c1cccc(S(=O)(=O)N2CCOCC2)c1 (centres undefined)	-0.4	-0.2	-0.1	0	-3	-12	-1.4	3	-0.9	1	-1.8
COc1ccc(C(=O)Nc2ccc(Nc3ccccc3)cc2)cc1OC	-1.8	0.2	-1.0	0	0	-16	-1.5	1	1.2	11	-2.2
C=CCNC(=O)c1cc(-c2ccncc2)nc2c(C)cc(C)cc12	0.4	-1.6	2.0	0	-4	i	-1.6	-7	1.1	2	-1.0
Cn1c(=O)c2c(nc(N3CCCCC3)n2CCSc2nc3ccccc3s2)n(C)c1=O	-0.9	0.8	-0.9	-1	-2	3	-1.7	-8	-0.2	5	1.1
Cc1ccc(NC(=O)CSCC(=O)NC2(C)CCS(=O)(=O)C2)cc1 (centres undefined)	1.2	1.4	-1.2	-1	4	-14	-1.1	3	-0.3	10	-0.1
COc1ccc(C2CCCN2C(=S)Nc2ccc(C)cc2Cl)cc1OC (centres undefined)	0.7	-0.7	0.5	-4	3	-7	-1.9	-4	2.2	3	-2.2
COc1ccc(OC)c(NC(=O)COC(=O)CCCN=C2NS(=O)(=O)c3ccccc32)c1	0.3	-8.4	-4.0	-5	-1	-10	-2.0	-3	0.2	20*	-2.3
Cc1cc(NC(=O)COC(=O)[C@@H](NS(=O)(=O)c2ccccc2)C(C)C)no1	-2.4	-0.6	-2.6	-2	-2	-9	-1.0	0	-2.2	2	-0.1
O=c1[nH]cnc2[nH]ncc12	0.5	-0.6	-2.1	-2	1	1	-1.3	-2	0.6	5	-0.9
CC(C)c1ccc(NC(=O)[C@H](NC(=O)[C@@H]2Cc3ccccc3CN2)c2ccccc2)cc1	0.2	-0.8	3.4	3	3	8	0.5	4	-3.9	-20	1.9
CCOC(=O)N1CC=C2C(C#N)=C(N)C(C#N)(C#N)[C@H](c3ccsc3)[C@H]2C1	-0.8	-0.7	2.6	5	3	-135	-1.9	0	-1.7	-10	-1.8
O=C(COC(=O)/C=C/c1ccc([N+](=O)[O-])cc1)NCc1ccco1	0.2	0.4	2.8	-2	1	10	-1.6	-2	-0.3	1	0.8
CCOc1ccc(-c2nnc(-c3cccs3)o2)cc1OCC	1.4	0.3	2.7	2	7	-59	-1.1	-2	7.4	-2	0.4
C[C@H](CO)N1C[C@H](C)[C@@H](CN(C)S(=O)(=O)c2ccccc2)Oc2c(NC(=O)Nc3ccc4c(c3)OCO4)cccc2C1=O	-2.1	0.6	-1.0	0	3	4	-1.1	-1	-3.5	-14	-0.7
CSc1nc(-c2ccco2)nn1S(=O)(=O)c1ccc(C)cc1	2.6	0.3	1.4	6	4	-5	-1.2	2	-1.2	2	1.8
CC1=CC2=NC(=O)/C(=C\c3cccn3CCOc3ccccc3C)C(=N)N2O1	1.2	-1.1	-2.2	-1	-3	11	-1.8	8	-2.2	-27	-3.7
CCC1(c2ccc(F)cc2)NC(=O)N(CC(=O)Nc2ccc(S(N)(=O)=O)cc2)C1=O (centres undefined)	0.5	1.4	-0.1	-3	0	-10	-1.4	-4	-0.3	-4	-0.3
COc1ccccc1OCCNC(=O)c1cc(C2CC2)nc2c1cnn2C(C)C	-0.8	-2.9	-3.7	-1	9	-22	-1.5	14	-0.9	0	-2.1
CSc1nsc(SCC(=O)Nc2ccccc2C(=O)O)n1	0.0	-0.3	0.1	-1	0	0	1.1*	-6	1.3	-1	3.4
CC1CCCN(C(=O)COC(=O)c2cc(Br)ccc2O)C1 (centres undefined)	0.4	-0.8	3.0	1	-4	-22	-0.2	-7	0.4	-6	-0.5
CCOC(=O)CCn1cnc2ccc([N+](=O)[O-])cc2c1=O	-0.8	0.0	0.7	3	2	3	-1.5	3	1.2	-5	0.1
CCOc1cc(/C=N/NC(=O)CN2CCCCC2)ccc1OCc1cccc(Cl)c1	-1.2	-0.4	2.1	-2	2	-1	-1.7	2	2.7	-11	-2.4
COc1ccc(/C=C2/SC(=O)N(CCC(=O)Nc3ccc(C)cc3)C2=O)cc1OC	.	0.3	4.0	0	-94	7	-1.2	-14	.	0	-1.5
O=C(c1ccco1)N1CCN(C(=O)c2cccc3c2C(=O)N(C2CCCCC2)C3)CC1	0.3	-0.3	-3.1	-5	3	5	0.1	-5	2.5	7	-1.4
CCOc1cc(/C=N/n2c(C)nnc2C)ccc1O	1.0	-0.3	0.5	-2	-1	-4	-1.5	0	0.7	-2	0.7
O=C(Nc1ccccc1)OCCNC(=O)c1cccc(Cl)c1	-1.2	-1.2	-1.8	1	-1	-5	-1.2	0	1.6	4	-1.6
COc1cccc(C2CC(c3cccc(C)c3)n3ncnc3N2)c1 (centres undefined)	0.4	-0.1	-1.2	-1	1	-1	-1.0	4	-0.1	0	-2.3
Cc1ccc(C(=O)N/C(=C\c2ccc(C)o2)C(=O)O)cc1	1.4	-0.4	4.8	0	0	-8	-0.6	0	0.4	-8	2.8
COc1ccc(C2=NOC(C)(c3sc(-c4ccc(Cl)cc4)nc3C)C2)cc1 (centres undefined)	.	0.4	1.0	5	0	8	-1.1	-5	.	-8	1.0
O=C(Nc1cc(C(F)(F)F)cc(C(F)(F)F)c1)[C@H]1O[C@@H](n2ccc(=O)[nH]c2=O)[C@H](O)[C@@H]1O	.	0.8	1.1	-3	0	-1	-0.9	-2	.	-6	-0.5
COc1ccc(C(c2sc3nc(C)nn3c2O)N2CCN(CCO)CC2)cc1OC (centres undefined)	1.5	-0.2	-1.7	0	8	3	-1.1	-4	-1.8	6	3.6
CN(C)CCCNC(=O)C(=O)Nc1ccc2c(c1)N(S(=O)(=O)c1cccs1)CCC2	0.2	2.9	1.1	2	-1	-3	-0.7	-3	0.5	1	-1.3
c1ccc2c(c1)CCN(C1=Nc3cccc4cccc1c34)C2	0.7	0.8	5.7	12*	2	-83	0.7	-3	2.8	-9	3.9
Cc1ccc(NC(=O)C2CCCN(S(=O)(=O)c3cnc[nH]3)C2)cc1C (centres undefined)	3.5	0.1	0.7	-2	0	-6	-0.7	-14	-1.3	-17	-1.9
S=c1[nH]c2ccccc2n2cccc12	2.8	0.5	-0.4	-3	11	-1	0.7	2	-0.7	12	4.9
O=C(Cc1ccccc1[N+](=O)[O-])NC1CC2CCC1C2 (centres undefined)	-0.1	-0.2	0.1	-2	-4	-6	-1.6	2	0.6	4	-2.2
COCCN(C(=S)Nc1ccc(C)cc1)C(C)c1ccco1 (centres undefined)	3.7	0.1	2.4	0	-5	3	-0.9	-6	2.1	0	-1.5
Cc1cc(C(=O)NC2CCCCC2)on1	0.2	0.5	-1.9	-3	-1	2	-0.8	5	1.0	-4	1.2

Structures listed so far that have an aryl thioether with sulfur outside any ring, in the order listed:
SMILES	DAX1 inh-1	DAX1 inh-2	hgDAF-12 ag	SMARCA2 act	GC-A act	ADAM10 inh	ssDAF12 agonist	NPR2 activator	GAA850 FXN act	sPLA2-III inh	hcDAF12 agonist
CC(C)(C)c1ccc(NC(=O)CSc2n[nH]c(=O)n2-c2cccnc2)cc1	1.1	1.6	0.9	-2	1	-1	-0.8	-4	0.3	3	-0.1
CCNC(=O)CSc1nnc(-c2ccccc2)n1-c1ccc(OCC)cc1	0.6	-0.4	0.2	7	1	11	-1.4	1	-1.7	8	-1.3
COC(=O)CSc1nc2ccccn2c(=O)c1C=O	3.5	2.2	4.7	4	-1	-92	1.5*	9	2.8	3	6.3*
Cn1c(=O)c2c(nc(N3CCCCC3)n2CCSc2nc3ccccc3s2)n(C)c1=O	-0.9	0.8	-0.9	-1	-2	3	-1.7	-8	-0.2	5	1.1
CSc1nc(-c2ccco2)nn1S(=O)(=O)c1ccc(C)cc1	2.6	0.3	1.4	6	4	-5	-1.2	2	-1.2	2	1.8
CSc1nsc(SCC(=O)Nc2ccccc2C(=O)O)n1	0.0	-0.3	0.1	-1	0	0	1.1*	-6	1.3	-1	3.4

Hits appear at their usual frequency. About 6.6% of those tested had a hit in this group.
